# Cav32 inh = blocks human Cav3.2 T-type calcium channel; O95180; Cav3.2-expressing cells, Fluo-4 calcium fluorescence FDSS; active compounds read low; B-score at 10 µM; actives 4% (n = 100,000);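 active = single-dose well whose peak fluorescence ratio is a statistical outlier from its plate by either plate-standardised score or position-corrected B-score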
# Numbers without * were called inactive. The list is partial; the hit share may differ from the screen's.
SMILES,Cav32 inh
CN1CCN(CCCNC(=O)c2cn(C)c3ccc(S(=O)(=O)N(C)C)cc3c2=O)CC1,-0.29
Cc1cc(C(=O)NCc2ccco2)on1,1.5
COc1ccc(NC2(c3ccc(Cl)cc3)C(=O)c3ccccc3C2=O)cc1,-2.6
CCOC(=O)c1cc(C#N)c(Oc2cccc(C(F)(F)F)c2)nc1-c1ccccc1,-4.5*
CCOc1ccccc1CNCCN1CCOCC1,-0.94
O=C(CCn1cccc1)NCc1ccccc1,0.015
Cc1cc(C)cc(N(CC(=O)Nc2cccc(C)n2)S(=O)(=O)c2c(C)noc2C)c1,-2.6
COCCN(C(C)=O)c1nnc(-c2cnccn2)s1,0.01
Cc1ccc2[nH]c3c(c2c1)CN(C)CC3,0.22
CCOc1cc(/C=C2/NC(=S)NC2=O)ccc1OCc1ccc([N+](=O)[O-])cc1,0.47
Cc1nnc(NC(=O)C2COc3ccccc3O2)s1 (configuration not stated),-0.43
O=C(CCC1COc2ccccc2O1)Nc1cccnc1 (configuration not stated),1
CC1Cc2ccccc2N1C(=O)COC(=O)CNC(=O)c1ccc(Br)o1 (configuration not stated),-1.4
Cc1nnc(NC(=O)CSc2ncnc3scc(-c4ccccc4)c23)s1,1.7
CCCCn1c(SCC(=O)NCc2ccco2)nc2cc(S(N)(=O)=O)ccc21,1.3
COc1ccc(NCc2nnc(SCC(=O)NCc3ccco3)n2-c2ccccc2OC)cc1,0.94
O=C(COc1ccc(Cl)cc1)NCCSCc1cccc(Cl)c1,-4.3*
CC1(C)CC(=O)C=C(Nc2ccc3c(c2)OCCO3)C1,0.34
CC(C(=O)O)c1ccc(-c2ccccc2)c(F)c1 (configuration not stated),-0.18
Cc1cccc(N=C2NN=C(c3ccc4c(c3)OCCO4)CS2)c1,0.48
COc1cc(NC(=O)CN2C(=O)NC(C)(CCC(C)C)C2=O)cc(OC)c1 (configuration not stated),0.015
CC(C)C[C@@H]1NC(=O)[C@H](C(C)C)NC(=O)c2cc([N+](=O)[O-])cc(I)c2OCC[C@@H](C(N)=O)NC1=O,0.19
CN(NC(=O)c1ccc(Cl)cc1Cl)C1=NS(=O)(=O)c2ccccc21,-0.64
COc1ccc(Cl)cc1N1Cc2ccccc2C1,0.72
COc1cccc(-c2cc(C(=O)Nc3cc(C)n(Cc4ccc(Cl)cc4)n3)no2)c1,-0.08
Cc1ccc(-c2csc3ncn(-n4c(C)ccc4C)c(=O)c23)o1,-0.89
O=C1CC(N2CCN(Cc3ccccc3)CC2)C(=O)N1c1ccccc1 (configuration not stated),0.6
Cc1sc2c(=O)n3c(nc2c1C(=O)NCCCN1CCOCC1)CCCCC3,1.4
CCCCn1c(SCC(=O)Nc2cccc(C)n2)nnc1-c1ccco1,0.18
CSc1nnc(-c2ccccc2)n1N,-0.036
Cc1cccc2cc(C#N)c(N3CCCC3)nc12,-0.39
Cc1nc2ncnn2c(C)c1CCC(=O)N1CCN(C(=O)c2ccco2)CC1,-0.028
O=C(CCCOc1ccccc1)Nc1ccc(S(=O)(=O)N2CCOCC2)cc1,-1.8
CCOc1ccc(CCNC(=O)COC(=O)c2cccnc2OCC)cc1OCC,-0.087
CCN(CC)c1ccc2cc(-c3nc4ccccc4[nH]3)c(=O)oc2c1,-7.3*
Cc1c(C)n(C(=O)CSc2ncn[nH]2)c2ccccc12,-1.5
CCOC(=O)Cn1c(S(=O)(=O)Cc2ccc(F)cc2)nc(-c2ccccc2)c1-c1ccccc1,-2.4
O=C(NCc1ccccc1)C1=C[C@@H](c2ccccc2)C[C@@H](OCCCCO)O1,0.0092
CS(=O)(=O)N1CCC(C(=O)Nc2ccc(F)cc2F)CC1,0.23
Cc1cccc(NCN2C(=O)c3ccncc3C2=O)n1,-0.038
COc1ccc(CNC(=O)C2CCCN2S(=O)(=O)c2ccc(S(=O)(=O)N(C)C)cc2)cc1 (configuration not stated),0.17
Nc1n[nH]c2c1C1(CCCCC1)Cc1ccccc1-2,0.028
CCOC(=O)c1c(C)[nH]c(C)c1C(=O)CSc1nnc(-c2ccco2)n1Cc1ccccc1,-2
COc1cccc(-c2nc3ccccc3s2)c1,-0.33
Cc1ccc(S(=O)(=O)NC2CCC(C(=O)O)CC2)cc1 (configuration not stated),0.69
O=C(NC(=S)NCCN1CCOCC1)c1ccccc1Cl,0.28
CCOC(=O)c1c(Nc2ccccc2)sc(/C=C2\C=Nc3ccccc32)c1O,-0.71
COC(=O)C1=C(C)N(c2ccc(C(=O)OC)cc2)C(=O)C1,0.25
CCn1c(SCC(=O)Nc2ccccc2N2CCCCC2)nc2c1c(=O)n(C)c(=O)n2C,-3.5
COC(=O)c1c(C)[nH]c(O)c1C=Nc1ccc(C(C)C)cc1,-0.01

# The results go on.
SMILES,Cav32 inh
Cc1ccc(C(=O)OCC(=O)Nc2ccc3c(c2)OCO3)cc1S(=O)(=O)N1CCOCC1,0.68
COC(=O)[C@@H]1C[C@@H]2CC[C@@H](O)C[C@@H]2N1Cc1ccc(N2CCN(C)CC2)cc1,0.28
O=C(Cn1nnc(-c2ccccc2NC(=O)c2cccs2)n1)Nc1ccccc1,0.043
CC1CC(=O)c2cnc(NCc3ccco3)nc2C1 (configuration not stated),0.055
Cc1ccc(NC(=O)c2sccc2SCc2cccc(C(F)(F)F)c2)cc1,-3.5
COc1ccccc1NC(=O)CCC(=O)O,-0.057
CC(=O)n1nc(-c2cccc(C)c2)nc1SCC(=O)Nc1ccccc1,-2.5
CS(=O)(=O)N1CCC(C(=O)N2CCc3ccccc3C2)CC1,0.42
COc1ccc(-n2c(COc3cccc(C)c3)nnc2SCC(=O)NCc2ccco2)cc1,-3.1
O=C(Cn1[nH]c(=O)c2ccccc2c1=O)Nc1ccc(-c2nnc3n2CCCCC3)cc1,0.32
COC(=O)c1c(NC(=O)CCc2ccc(C)o2)sc(C)c1C,-0.42
CCOCC(=O)N1CCc2ccccc21,0.63
CCCNC(=O)N1CCC(C(=O)c2cccc(F)c2)CC1,1
CCCN(CCC)CCNC(=O)CS(=O)Cc1nc(-c2ccc(C)cc2)oc1C (configuration not stated),1.3
Cc1cc(N2CCN(c3cccc(C)c3C)CC2)nc(-c2ccccc2)n1,1.2
CN(C)Cc1ccc(O)c(CCc2ccccc2)n1,-0.042
CCOC(=O)CC1=C(C#N)C(c2cccnc2)C(C(=O)OCC)=C(N)O1 (configuration not stated),1.6
CCc1ccc(CN(C(=O)c2cc3ccccc3oc2=O)C2CCS(=O)(=O)C2)cc1 (configuration not stated),1.8
CCOC(=O)N1CCN(C(=O)Nc2ccccc2Cl)CC1,0.6
COC(=O)c1ccc(CSc2nc3cc(Cl)ccc3o2)cc1,0.23
CCOC(=O)c1nc(C)n(-c2cc(Cl)cc(Cl)c2)n1,0.96
NS(=O)(=O)c1ccc(Nc2nc(-c3ccc(O)cc3O)cs2)cc1,-0.63
CCOc1ccc(N2C(=O)c3cccnc3C2Nc2ccc(F)cc2)cc1 (configuration not stated),-2.2
COc1cc(NC(=O)c2cc3c(C)nc4ccccc4c3o2)cc(OC)c1OC,-2.4
C/C(=N\N=C1\NC(=O)CC(C(=O)O)S1)c1cccs1 (configuration not stated),-1
COc1ccc(C[C@H]2CN3C(=NC[C@@H]3Cc3ccccc3)N2C[C@H](C)NC(=O)CCC2CCCCC2)cc1,-1.6
CCN(CC)CCCNC1CCS(=O)(=O)C1 (configuration not stated),-0.15
CCCCOc1cccc(C(=O)N(Cc2cccs2)C2CCS(=O)(=O)C2)c1 (configuration not stated),-2
COc1ccc(C(c2nnnn2Cc2ccccc2)N2CCN(C(=O)c3ccco3)CC2)cc1 (configuration not stated),0.41
CCC1(C)Cc2c(sc3nnn(CC(=O)Nc4ccc(C)cc4)c(=O)c23)CO1 (configuration not stated),-2.6
CCOC(=O)N1CCC(NC(=O)Cn2ncc3c4ccccc4n(C)c3c2=O)CC1,1.5
COc1ccc(/C=N/NC(=S)NC2CCS(=O)(=O)C2)cc1OC (configuration not stated),-0.23
CCC1CCCCN1C(=O)Cn1c(=O)oc2ccccc21 (configuration not stated),-0.38
CC(=O)Nc1ccc(Oc2ncccn2)c(Cl)c1,0.14
O=C(COC(=O)c1ccco1)Nc1ccc2c(c1)OCO2,0.0082
COc1ccc(N2C(=O)CCC2(C#N)c2ccc(OC)cc2)cc1 (configuration not stated),0.58
Cc1n[nH]c(C)c1S(=O)(=O)N1CCCCCC1,0.33
Cc1nn(-c2ccccc2)c2c1C(=O)N(Cc1ccccc1)C(=O)C(C)(C)C2,-4.3
CCNC(=O)C(C)Sc1ccc(Cl)cc1 (configuration not stated),0.96
Cc1cccc(CCNC(=O)C2CCCN(S(=O)(=O)c3cccc4nsnc34)C2)c1 (configuration not stated),0.75
COC(=O)Cc1[nH]nc2c1C(C1C=CCCC1)C(C#N)=C(N)O2 (configuration not stated),0.99
COC(=O)CCN(C(=O)c1cc(OC)c(OC)c(OC)c1)c1ccccn1,1.3
O=C(CSc1nnc(-c2cccs2)n1-c1ccccc1)N1CCCc2ccccc21,-0.91
CC1=C(C#N)C(NC(=O)C2CCCCC2)(C(F)(F)F)C(=O)N1 (configuration not stated),0.55
CCn1c(=O)cc(SCC(=O)Nc2cc(OC)c(OC)c(OC)c2)c2ccccc21,-0.28
CCc1c(C)c(C#N)c2nc3ccccc3n2c1NCc1ccco1,-2.4
O=C(NCCCn1ccnc1)c1cc(-c2ccc(Cl)cc2)nc2ccccc12,0.83
COC(=O)CCC(=O)Nc1cccc2c(NC(=O)CCC(=O)OC)cccc12,-2.1
O=C1C2C3C=CC(C3)C2C(=O)N1c1cccc(-c2nc3ccccc3o2)c1 (configuration not stated),0.018
COc1cc(CNCc2cccs2)ccc1OCC(N)=O,-1.9

# Other compounds follow:
SMILES,Cav32 inh
CCOC(=O)C1=C(C)N=C2SC(C)C(=O)N2C1/C=C/c1ccccc1OC (configuration not stated),-5.2*
Nc1cc(Cl)ccc1N1CCOCC1,0.46
CCOC(=O)N1CCN(C(=O)c2cc3cc(Br)ccc3oc2=O)CC1,-0.044
Cc1cc(C)n(S(=O)(=O)c2cc(C)c(C)cc2C)n1,-2.9
Cc1ccccc1CNc1nc(N)n(-c2ccccc2)n1,0.63
C[C@@H]1NC(=O)[C@H](CC(N)=O)NC(=O)c2cc([N+](=O)[O-])cc(I)c2OCC[C@@H](C(=O)NC(CC(=O)O)C(N)=O)NC1=O (some centres not stated),-0.069
CCN(CC(=O)N1CCN(C)CC1)S(=O)(=O)c1ccc(Cl)cc1,0.035
COC(=O)[C@@H](NC(=O)NC(C)CCc1ccccc1)C(C)C (some centres not stated),0.38
CCOc1ccc(N2C(=O)CC(N)C2=O)cc1 (configuration not stated),0.91
Cc1cc(C)cc(N(C(=O)c2ccccn2)C(C(=O)NC2CCCCC2)c2cccs2)c1 (configuration not stated),-1.2
O=c1c2[nH]c3ccccc3c2ncn1CCN1CCOCC1,0.13
CCCN=C(N)/C(C(=O)OCC)=C(\O)c1ccc(OC)cc1,0.049
COc1cccc(C(=O)NC2CC3CCCC(C2)N3CC(=O)Nc2ccccc2)c1 (configuration not stated),-1.4
C=CCn1c(SCc2cccc3ccccc23)nnc1-c1cccnc1,0.11
CS(=O)(=O)N(CC(O)CON=C1c2ccccc2-c2ccccc21)c1ccc(F)cc1 (configuration not stated),0.88
O=C(CSc1nnc2ccccn12)NCc1cccs1,0.76
CCOC(=O)c1c(NC(=O)COC)sc(C)c1C,-1.7
COc1ccc(-c2csc(NCCc3nc4cc(C(=O)NCCCO)ccc4n3Cc3ccc(C)cc3)n2)cc1,-0.57
CCOc1ccc(N=C(NC#N)SC)cc1,0.19
COc1ccc(C)cc1NC(=O)c1ccoc1C,-0.13
C=CCO/N=C(\C)c1c(O)c(C)c(-c2ccccc2)n(-c2ccccc2)c1=O,-1.1
Cc1nn(-c2ccc(Cl)cc2)c2sc(C(=O)c3c(N)n(C)c(=O)n(C)c3=O)cc12,0.33
CCNc1ccccc1C(=O)O,-0.0067
COc1ccc(CCNC(=O)CCSc2nc(-c3ccco3)cc(C(F)(F)F)n2)cc1OC,-1.7
Cc1ccc2c(c1)NC(=O)C(N1CCOCC1)(C(F)(F)F)O2 (configuration not stated),0.021
O=C(O)C1CC(=O)N(c2ccc(OCc3ccccc3Cl)cc2)C1 (configuration not stated),0.043
CCc1cccc(NC(=O)CN2C(=O)NC3(CCCCCCC3)C2=O)c1,-0.59
COc1ccccc1OCC(=O)NN1Cc2ccccc2C1=N,0.41

# 17 consecutive entries already listed:
SMILES,Cav32 inh
CCOC(=O)c1nc(C)n(-c2cc(Cl)cc(Cl)c2)n1,0.96
NS(=O)(=O)c1ccc(Nc2nc(-c3ccc(O)cc3O)cs2)cc1,-0.63
CCOc1ccc(N2C(=O)c3cccnc3C2Nc2ccc(F)cc2)cc1 (configuration not stated),-2.2
COc1cc(NC(=O)c2cc3c(C)nc4ccccc4c3o2)cc(OC)c1OC,-2.4
C/C(=N\N=C1\NC(=O)CC(C(=O)O)S1)c1cccs1 (configuration not stated),-1
COc1ccc(C[C@H]2CN3C(=NC[C@@H]3Cc3ccccc3)N2C[C@H](C)NC(=O)CCC2CCCCC2)cc1,-1.6
CCN(CC)CCCNC1CCS(=O)(=O)C1 (configuration not stated),-0.15
CCCCOc1cccc(C(=O)N(Cc2cccs2)C2CCS(=O)(=O)C2)c1 (configuration not stated),-2
COc1ccc(C(c2nnnn2Cc2ccccc2)N2CCN(C(=O)c3ccco3)CC2)cc1 (configuration not stated),0.41
CCC1(C)Cc2c(sc3nnn(CC(=O)Nc4ccc(C)cc4)c(=O)c23)CO1 (configuration not stated),-2.6
CCOC(=O)N1CCC(NC(=O)Cn2ncc3c4ccccc4n(C)c3c2=O)CC1,1.5
COc1ccc(/C=N/NC(=S)NC2CCS(=O)(=O)C2)cc1OC (configuration not stated),-0.23
CCC1CCCCN1C(=O)Cn1c(=O)oc2ccccc21 (configuration not stated),-0.38
CC(=O)Nc1ccc(Oc2ncccn2)c(Cl)c1,0.14
O=C(COC(=O)c1ccco1)Nc1ccc2c(c1)OCO2,0.0082
COc1ccc(N2C(=O)CCC2(C#N)c2ccc(OC)cc2)cc1 (configuration not stated),0.58
Cc1n[nH]c(C)c1S(=O)(=O)N1CCCCCC1,0.33
